High-throughput results from PubChem BioAssay.
PNC assembly inh: High Content Assay for Compounds that inhibit the Assembly of the Perinucleolar Compartment; AID 2417, 2010; PC3M PTB-GFP, PNC prevalence imaging, 16 h; hits give low values; 3.1% of 140,000 active; activity change (PNC), negative = inhibition, % at 10 µM;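 active means readout at or below -70, meaning at least 70% loss of cells showing the perinucleolar compartment, a nuclear body marking cancer cells; inconclusive means readout between -30 and a set limit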;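 further: plate controls were DMSO wells for no effect and camptothecin positive control wells for full effect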
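Compounds are pinned in duplicate onto adhered PC3M cells stably expressing GFP-tagged PTB and incubated 16 h at 37 C. Cells are then fixed, nuclei stained with Hoechst, and PNC-positive cells counted.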
15-hLO-2 inh: qHTS Assay for Inhibitors of 15-hLO-2 (15-human lipoxygenase 2). 0.56% of 110,000 active. Polyunsaturated fatty acid lipoxygenase ALOX15B (Homo sapiens), O15296. Potency, µM (top dose mostly 57.1 µM), for inactives: at the highest dose activity change, negative = inhibition, hits mostly inhibitors. purified 15hLO-2, xylenol orange hydroperoxide absorbance; further: potency means the concentration at half of the fitted maximal effect; nearly all actives have a fitted effect of over 60% in size; many of its hits are not listed in these tables
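Purified human 15hLO-2 (50 nM) preincubated 15 min with compound, then 45 uM arachidonic acid for 90 min at RT in 25 mM Hepes pH 7.5, 0.01% Triton X-100. Hydroperoxide detected by Fe-xylenol orange; 573/405 nm absorbance ratio.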
IMPase inh: qHTS Assay for Identifying the Cell-Membrane Permeable IMPase Inhibitors. CHO-M1 cells, IP1 accumulation, HTRF TR-FRET ratio. inhibition (IP1 accumulation), % at 46.1 µM. 120,000 tested, under 10 active. Inositol monophosphatase 1 (Rattus norvegicus), P97697. AID 901, 2007; active means well fitted curve in the direction sought with a large enough effect in the signal ratio, not every such curve was filed as active; inconclusive means small, poorly fitted or top-dose-only effect, or a change in a side signal; inactive means no such curve, though single readings can be large or run the other way; the % refers to the signal ratio;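 further: cells stimulated with carbachol in lithium chloride buffer; plate controls were DMSO basal wells for no effect and reference inhibitor wells for full effect; higher means more IMPase inhibition seen as more IP1 and lower FRET ratio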
Target sequence (P97697 whole entry, looked up): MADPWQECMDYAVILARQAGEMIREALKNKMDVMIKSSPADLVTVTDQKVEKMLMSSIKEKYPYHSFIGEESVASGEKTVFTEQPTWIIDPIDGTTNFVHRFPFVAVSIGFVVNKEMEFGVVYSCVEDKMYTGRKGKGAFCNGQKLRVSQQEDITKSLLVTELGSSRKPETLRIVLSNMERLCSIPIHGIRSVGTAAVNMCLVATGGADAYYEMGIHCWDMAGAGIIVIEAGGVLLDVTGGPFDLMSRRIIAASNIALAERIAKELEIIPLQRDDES
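CHO-M1 cells (CHO stably expressing M1 receptor), compound up to 46 uM final, stimulated with carbachol (50 uM as added) in buffer with 50mM LiCl, pH 7.4, 30 min at 37C. Cytosolic IP1 read by TR-FRET; AC50 from Hill fits.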
ALOX12 inhib: qHTS Assay for Inhibitors of 12-hLO (12-human lipoxygenase). purified 12-hLO, xylenol orange hydroperoxide absorbance. Potency, µM (top dose mostly 57.1 µM), for the others: at the top dose activity change, negative = inhibition, most hits filed as inhibitors. 0.12% of 150,000 active; further: potency means the concentration at half of the fitted maximal effect; nearly all actives have a fitted effect of over 55% in size; many of its hits are not listed in these tables
Target sequence (P18054 whole entry, looked up): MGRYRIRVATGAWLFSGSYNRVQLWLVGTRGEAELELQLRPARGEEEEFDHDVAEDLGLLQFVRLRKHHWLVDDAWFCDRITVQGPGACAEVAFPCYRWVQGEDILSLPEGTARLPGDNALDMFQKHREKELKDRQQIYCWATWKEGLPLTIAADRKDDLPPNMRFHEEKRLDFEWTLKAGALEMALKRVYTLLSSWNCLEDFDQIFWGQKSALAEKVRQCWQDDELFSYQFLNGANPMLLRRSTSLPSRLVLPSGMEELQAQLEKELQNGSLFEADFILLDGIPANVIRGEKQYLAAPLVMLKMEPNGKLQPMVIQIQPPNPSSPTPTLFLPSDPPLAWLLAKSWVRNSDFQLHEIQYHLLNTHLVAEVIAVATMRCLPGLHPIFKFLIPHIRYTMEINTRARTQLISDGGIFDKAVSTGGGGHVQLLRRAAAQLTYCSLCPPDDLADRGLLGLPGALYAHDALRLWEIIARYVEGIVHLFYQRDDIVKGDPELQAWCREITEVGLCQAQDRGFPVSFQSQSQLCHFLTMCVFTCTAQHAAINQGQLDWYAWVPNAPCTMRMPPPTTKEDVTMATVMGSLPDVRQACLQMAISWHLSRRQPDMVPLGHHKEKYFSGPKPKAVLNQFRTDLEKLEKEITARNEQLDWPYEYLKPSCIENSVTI
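Lipoxygenase turnover measured by absorbance at 573 and 405 nm after Fe-XO development. Human 12hLO 150 nM, arachidonate 40 uM, pH 7.0 Hepes buffer with detergent; 15 min compound preincubation, 30 min reaction.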
* = called active by the depositor; ? = inconclusive; . = no result given; & = joins results of further samples; [ ] = remark or other dose. Unless noted, the call rests on the fitted dose curve; in most records, active means well fitted curve in the direction sought with a large enough effect; inconclusive means small, poorly fitted or top-dose-only effect, or another doubt; inactive means no such curve, though single readings can be large; an effect the other way counts as inactive or inconclusive. Unless noted, on the % scale 0 is the no-effect control and ±100 the full control effect.

SMILES	PNC assembly inh	15-hLO-2 inh	IMPase inh	ALOX12 inhib
N#CCSc1nc2c(cc1C#N)CCCCCC2	18	-2%[2.29 µM]	10	0%
Cc1cc(C)n2c(Nc3ccc4c(c3)OCCO4)c(-c3ccco3)nc2n1	-9	-11%	3	1%
CCOc1cc(-n2cnnn2)c(OCC)cc1NC(=O)c1cnccn1	16	-5%	1	6%
O=C(OCc1nnc(-c2ccccc2)o1)c1ccc(S(=O)(=O)NCc2ccco2)cc1	27	-15%	-7	1%
Cc1ccc(NC(=O)c2ccccc2-c2ccccc2C(=O)O)cc1	?	.	.	-2%
COCCn1c(SCC(=O)Nc2sc(C)c(C)c2C#N)nnc1C(C)C	6	4%	-1	1%
CC1(C)C(=O)C2(CCCCC2)C(=O)OC1C(=O)c1ccccc1 (stereo not drawn)	1	.	.	-1%
O=c1c2cccc3c2c(nn1CN1CCOCC1)-c1ccccc1-3	11	-10%	-11	3%
NNC(=O)CS(=O)(=O)Nc1ncccn1	.	-2%[11.4 µM]	.	3%[11.4 µM]
CCCCOCC(O)Cn1c(C)nc2ccccc21 (stereo not drawn)	13	-17%	3	-5%
COCCn1c(C(C)C)nc2sc3ccccc3c(=O)c2c1=O	89	16%	2	1%
COc1ccc(C2CC(c3ccc(C)cc3)Nc3ncnn32)cc1 (stereo not drawn)	-24	30%[activator]	2	-6%
CC(=O)NC(c1ccc(F)cc1)c1cccnc1 (stereo not drawn)	?	.	-1	-7%
CCSc1nnc(-c2ccc(Cl)cc2)c2ccccc12	-22	4%	7	1%
COc1ccc(Br)cc1CN(C)CC(=O)Nc1cc([N+](=O)[O-])ccc1OC	?	.	4	3%
CCOc1ccc(-n2c(C)nc3cc(C(=O)NCc4ccco4)ccc32)cc1	65	-7%	2	-6%
Cc1ccc([N+](=O)[O-])cc1NC(=O)CN(C(=O)c1ccccc1Cl)C1CCCCC1	-6	.	8	1%
Cc1ccccc1Cn1c(=O)n(CCCC(=O)NCc2ccco2)c(=O)c2sccc21	26	-4%	7	5%
CN(C)c1ccc(N=Nc2ccccc2C(=O)OCC(=O)N2CCCC2)cc1	-18	.	-8	0%
COc1ccccc1-n1cnc2cc(NCc3ccccn3)ccc21	71	.	10	7%
COc1ccc(C(=O)N=c2sc3c(C)ccc(OC)c3n2C)cc1	?	3%	-5	-1%
c1cn(C23CC4CC(CC(C4)C2)C3)cn1	?	46%[activator]	-5	3%
O=C(C[n+]1cc(-c2ccccc2)n2c1CCC2)Nc1nc(-c2ccccc2)cs1	-17	.	16	0%
COc1ccc(C(=O)Nc2ccc(C(F)(F)F)n(C)c2=O)cc1	-27	.	0	-1%
O=C(/C=N/O)Nc1ccc(F)cc1	?	-1%	5	-1%
CCOc1ccc(C(=O)Nc2cc(C)c3c(=O)oc4ccccc4c3n2)cc1	3	-6%	-3	-2%
CC1CCCN(C(=O)C2CCN(S(=O)(=O)c3cccc4cccnc34)CC2)C1 (stereo not drawn)	52	-3%	2	11%
CCOC(=O)N1CCC(NC(=O)C(CC(C)C)NC(=O)C2CCCCC2)CC1 (stereo not drawn)	-27	2%	10	4%
NC(=O)CN1CCOCCOCCN(CC(N)=O)CCOCCOCC1	-106*	.	-2	4%
CCOC(=O)/C(C#N)=C1/C=Cc2ccccc2N1CC	-99*	-20%	3	-19%
COc1ccc(CCN2C(=O)CC(N3CCN(c4ccccn4)CC3)C2=O)cc1OC (stereo not drawn)	12	-3%	7	5%
Cc1ccc(S(=O)(=O)NC2c3cccc4cccc(c34)C2Sc2n[nH]c(N)n2)cc1 (stereo not drawn)	-24	.	-5	-4%
O=C(OCc1ccc2c(c1)OCO2)c1cccc(S(=O)(=O)N2CCCCC2)c1	-29	-1%	9	5%
Cc1ccc(NC(=O)Nc2ccc(C(=O)N3CCOCC3)cc2)cc1	?	-4%	2	-2%
Cc1cc(N2C(=O)CC(N3CCN(C(c4ccccc4)c4ccccc4)CC3)C2=O)no1 (stereo not drawn)	-28	0%	7	-9%
CCCNC(=O)c1cc(S(=O)(=O)N2CCc3ccccc32)ccc1F	-20	.	5	5%
CCC(c1nnnn1CS(=O)(=O)c1ccc(C)cc1)N1CCN(c2nc3ccccc3s2)CC1 (stereo not drawn)	-21	8%	8	-7%
CCOc1ccc(N(CC(=O)Nc2ccc3c(c2)OCCO3)S(=O)(=O)c2c(C)noc2C)cc1	10	1%	16	-8%
Cc1cccc(Oc2nc(CN3CCOCC3)nc3sc4c(c23)CCCC4)c1	-104*	.	.	-2%
Cc1[nH]n(-c2ccccc2)c(=O)c1-c1cccc(Cl)c1	29	?	7	7%
O=C(Nc1ccccn1)c1ccc2c(c1)S(=O)(=O)c1ccccc1C2=O	62	.	.	-4%
COCCN(Cc1cc2cc3c(cc2[nH]c1=O)OCO3)C(=O)c1cccs1	14	8%	2	5%
CCC1CCC2(CC1)NC(CO)(CO)CO2 (stereo not drawn)	?	1%	10	3%
CCOc1ccc(CC(=O)NNC(=S)NC2CCCCC2)cc1OCC	5	.	-9	-4%
NC(Cc1ccccc1)(C(=O)O)C(=O)O	.	0%[11.4 µM]	.	-2%[11.4 µM]
O=C(c1cc(-c2ccc(Cl)c(Cl)c2)on1)N1CCCC1	10	-2%	-3	-6%
O=C(NC1CC2CCCC(C1)N2S(=O)(=O)c1ccccc1)c1ccco1 (stereo not drawn)	102	.	9	8%
Cc1ccc(/C=N/n2c(C)nnc2C)s1	-25	16%	3	-3%
COC1C(O)C(O)C(O)C(O)C1O (stereo not drawn)	.	3%	.	3%
COC(=O)N1CCC2(CCCN(c3ncccn3)C2)CC1	.	1%	.	1%
O=C(CSc1nnc(-c2ccccc2)n1Cc1ccco1)Nc1ccc(S(=O)(=O)N2CCCC2)cc1	-28	-14%	7	7%
Cc1cccc(NC(=S)NNC(=O)c2csc3c2CCCC3)c1	26	?	5	?
CCc1cc2c(NCCC(=O)O)ncnc2s1	?	-4%	-5	1%
CCOC(=O)c1c(C)[nH]c(C(=O)/C(C#N)=C/c2ccc(OC)c(OC)c2)c1C	103	.	.	-4%
Cc1ccc2cccc(OCC(=O)NCc3ccco3)c2n1	?	0%	-15	-1%
FC(F)(F)c1ccc(-c2noc(-c3ccccc3)c2I)cc1	.	-6%[0.0915 µM]	.	-1%[0.00818 µM]
Cn1c(SCc2ccccc2)nnc1-c1ccc2c(c1)OCO2	-15	-4%	-8	-4%
CC1CN(C(=O)c2cccc(COc3ccc(Br)cc3)c2)CC(C)O1 (stereo not drawn)	?	.	.	-2%
CC(C)(C)NC(=O)/C=C/c1cccc(C(F)(F)F)c1	?	.	.	-1%
C[C@@H](CSC(=N)N)C(N)=O	.	-1%[11.4 µM]	.	-3%[11.4 µM]

(further entries)
SMILES	PNC assembly inh	15-hLO-2 inh	IMPase inh	ALOX12 inhib
O=C(NCCc1ccccc1)C1CCN(Cc2ccccc2F)CC1	12	.	.	-5%
CCc1nc(SCc2cccnc2)c2c(=O)n(C)c(=O)n(C)c2n1	-22	-2%	?	0%
CCSc1ncc(C)cc1[N+](=O)[O-]	-9	.	.	-3%
CCOc1ccc2nc(SC(C)C(N)=O)[nH]c2c1 (stereo not drawn)	16	9%	9	6%
O=C(Nc1ccc(N2CCCCC2)c(Cl)c1)c1cccnc1	?	11%	-1	-2%
COC(=O)c1ccc(C2c3c(oc4ccc(F)cc4c3=O)C(=O)N2CCO)cc1 (stereo not drawn)	-2	3%	3	-7%
Cc1ccc2c(c1)N(Cc1cccc(Cl)c1)C(=O)c1cccnc1O2	-29	.	.	-4%
COc1cc(C2/C(=C(/O)c3ccc(OCC(C)C)cc3)C(=O)C(=O)N2CCN(C)C)ccc1O (stereo not drawn)	?	-10%	-7	-3%
CC(C)c1onc(C(=O)NCc2ccc(F)cc2)c1[N+](=O)[O-]	7	.	.	-1%
CC(=O)N1CC2(CC(=O)OC(C)C)CN(C(C)=O)CC(CC(=O)OC(C)C)(C1)C2=O	?	5%	?	5%
CCNc1ccc2c(Cl)cc(=O)oc2c1	10	-4%	-11	-10%
CCN(CC)S(=O)(=O)c1ccc(Cl)c(NC(=O)c2ccccc2C)c1	85	.	8	7%
O=C(c1ccco1)N1CCN(C(c2ccccc2F)c2nnnn2CC2CCCO2)CC1 (stereo not drawn)	1	0%	-7	1%
O=C(CSc1nnc(-c2ccccc2O)o1)Oc1ccc(OCc2ccccc2)cc1	?	2%	1	-13%
Cc1cc(N2CCOCC2)nc(SCC(=O)c2ccccc2)n1	-10	2%	-1	-3%
COc1ccc(-c2[nH]nc3c2C(c2ccoc2)C(C#N)=C(N)O3)cc1 (stereo not drawn)	?	.	8	-1%
CCOc1ncccc1C(=O)Nc1cccc(C(=O)Nc2cccc(S(=O)(=O)CCO)c2)c1	-6	-4%	1	-2%
Cc1oc(-c2ccccc2)nc1CS(=O)CC(=O)N1CCc2ccccc2C1 (stereo not drawn)	22	-27%	2	7%
Cc1ccc(-c2nc3ncccc3o2)cc1NC(=O)COc1ccccc1	-4	3%	5	9%
Cc1ccc2nc(SCC(=O)NCc3ccco3)c(C#N)cc2c1	-18	9%[2.29 µM]	?	-4%
CSc1ccc(/C=C/c2cc(=O)c3ccccc3[nH]2)cc1	34	.	.	-3%
NC(=O)CNC(=O)[C@@H]1CC2(CC(c3cccc(Br)c3)=NO2)CN1C(=O)c1ccc(Br)cc1 (stereo partly drawn)	102	7%	-3	-14%
CCn1c(C)cs/c1=N\C(=S)Nc1ccccc1C	?	.	.	?
N=C(N)SCCN	.	-9%&18%&-14%	-4&3	-5%&1%&2%

A second format for part of the listing above.
> CCn1c(C)cs/c1=N\C(=S)Nc1ccccc1C
  PNC assembly inh: ?
  15-hLO-2 inh: .
  IMPase inh: .
  ALOX12 inhib: ?

> O=C(c1ccco1)N1CCN(C(c2ccccc2F)c2nnnn2CC2CCCO2)CC1 (stereo not drawn)
  PNC assembly inh: 1
  15-hLO-2 inh: 0%
  IMPase inh: -7
  ALOX12 inhib: 1%

> COc1ccc(-c2[nH]nc3c2C(c2ccoc2)C(C#N)=C(N)O3)cc1 (stereo not drawn)
  PNC assembly inh: ?
  15-hLO-2 inh: .
  IMPase inh: 8
  ALOX12 inhib: -1%

> N=C(N)SCCN
  PNC assembly inh: .
  15-hLO-2 inh: -9%&18%&-14%
  IMPase inh: -4&3
  ALOX12 inhib: -5%&1%&2%

New compounds follow:
SMILES	PNC assembly inh	15-hLO-2 inh	IMPase inh	ALOX12 inhib
CC1(C)C=C(c2ccc(C=O)s2)CC(C)(C)N1C=O	-20	.	.	3%
CCn1c(SCC(=O)Nc2ccc(S(=O)(=O)Nc3onc(C)c3C)cc2)nnc1-c1ccccc1	16	-8%	4	-6%
O=C(Cc1c[nH]c2ccccc12)N/N=C/c1ccc(F)cc1	?	.	26	-2%
CC(=O)Nc1ccc(S(=O)(=O)N2CCSC2c2ccc(C)cc2)cc1 (stereo not drawn)	-2	5%	9	-8%
COC(=O)c1[nH]c2cccc(C)c2c1NC(=O)CN1CCN(c2ccccc2OC)CC1	3	-11%	-1	-7%
O=C(COc1ccccc1)N1CCN(c2ccccc2)CC1	-4	.	.	0%
CCCN1C(=O)/C(=C2\SC(N3CCCCC3)=NC2=O)c2ccccc21	21	?	-16	-8%
CC(=O)Nc1ccc(S(=O)(=O)Nc2nc3ccccc3nc2Nc2ccc3ccccc3c2)cc1	?	.	-10	3%
CC(C)CCNC(=O)c1cccc(Cl)c1	21	-2%	13	5%
CC(CCc1ccc(O)cc1)N(C)CCc1ccccc1 (stereo not drawn)	?	4%	1	-8%
COc1ccc(-c2csc(N(CCc3ccccc3)C(=O)COc3ccccc3)n2)cc1	17	-3%	0	-4%

These rows are one share of the data. The share of hits here may be higher or lower than overall.
